High-throughput results: PubChem BioAssay, The Scripps Research Institute Molecular Screening Center
CHO-K1 Ca antag: counter-screen for M1 antagonists: effect in parental CHO-K1 cells; ATP-induced calcium, Fluo-8 fluorescence; inhibition, % at 3 µM; 360,000 compounds, 0.6% hits; AID 602250;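 active = inhibition above a per-plate cutoff, the plate's mean sample inhibition plus 3 SD, cut at about 24% in these data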;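 note: 0% = DMSO plus EC80 ATP and 100% = DMSO alone without ATP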
TAAR1 ag: agonists of human TAAR1. CHO RD-HGA16 TAAR1, Fluo-8 calcium fluorescence; vehicle wells 0%, saturating PEA agonist 100%. Q96RJ0. activation, % at 3 µM. 360,000 compounds, 0.99% hits;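 active = activation above the mean activation of all test compounds in the run plus 3 SD, cut at about 38% in these data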
Target sequence (Q96RJ0 whole entry, looked up): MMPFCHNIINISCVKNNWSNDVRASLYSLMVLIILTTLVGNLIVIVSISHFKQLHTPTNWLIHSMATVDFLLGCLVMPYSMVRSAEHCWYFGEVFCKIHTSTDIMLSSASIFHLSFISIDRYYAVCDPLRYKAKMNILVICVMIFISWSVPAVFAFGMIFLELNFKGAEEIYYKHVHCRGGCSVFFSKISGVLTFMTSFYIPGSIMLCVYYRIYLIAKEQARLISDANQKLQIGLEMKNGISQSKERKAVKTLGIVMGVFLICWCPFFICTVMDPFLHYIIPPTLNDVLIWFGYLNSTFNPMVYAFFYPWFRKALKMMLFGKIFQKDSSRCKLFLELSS
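Assay system: CHO-derived RD-HGA16 cells with stable Gα16 and human TAAR1; timing: 17-24 h seeding, 75 min 37 °C dye, 30 min RT; read-out: % activation from peak over basal fluorescence ratio, DMSO-to-PEA scaled; measured by: kinetic Fluo-8 calcium fluorescence; benchmarks: low control DMSO, high control PEA (EC100); doses: 3 µM single concentration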
M1 antag: human CHRM1 antagonism; P11229; CHO-K1 hM1, Fluo-8 calcium fluorescence, ACh EC80 antagonist; inhibition, % at 3 µM; 360,000 compounds, 1.3% hits; AID 588852;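 active = percent inhibition above its own plate's cutoff, namely the mean of that plate's compound wells plus 3 SD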;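 note: peak over basal fluorescence ratio during 140 s after agonist addition; 0% = ACh EC80 plus DMSO and 100% = DMSO alone without agonist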
CHO parental Ca: counter-screen: ATP calcium response change in parental CHO cells. AID 463079. 330,000 compounds, 0.63% hits. inhibition, % at 5.6 µM. parental CHO-K1, ATP-induced calcium, Fluo-8 fluorescence;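 active = inhibition above that plate's mean sample inhibition plus 3 SD, cut at about 26% in these data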;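 note: 0% = ATP-challenged DMSO wells and 100% = DMSO wells without ATP; some compounds past the cut are filed as inactive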
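Material – parental CHO cells · Reagent – ATP stimulus · Compound – single nominal dose of 5.6 µM per compound · Detection – Fluo-8 fluorescence · Read-out basis – percent inhibition of calcium signal · Controls – ATP-challenged DMSO wells low, unchallenged DMSO wells high · Repeats – no replicates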
M1 ag: activates human CHRM1 receptor; CHO-K1 hM1, Fluo-8 calcium fluorescence, agonist mode; 0% DMSO, 100% acetylcholine EC100; 360,000 compounds, 0.33% hits; activation, % at 3 µM;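 active = activation above the run's mean compound activation plus 3 SD, cut at about 16% in these data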;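 note: peak over basal fluorescence ratio within a 140 s kinetic read after compound addition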
M1 ag parental: M1 agonist counterscreen hit in parental CHO-K1 cells; Fluo-8 calcium fluorescence; scaled to maximal ATP response, vehicle zero; activation, % at 3 µM; 360,000 compounds, 0.48% hits; in the data active = activation above about 15%;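 note: untransfected CHO-K1 host cells lacking M1 receptor as counterscreen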
OXTR potentiate: human OXTR potentiation; 320,000 compounds, 0.061% hits; P30559; CHO-OTR cells, Fluo-8 calcium fluorescence, potentiator mode; 0% = oxytocin EC15, 100% = EC100; AID 2445; activation, % at 3 µM;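 active = activation above that plate's cutoff, the mean activation of tested compounds plus 3 SD, cut at about 6.6% in these data, passing the limit was not always enough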;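 note: 100% uses oxytocin at 75 nM as the full agonist control; some results filed as inactive read as strong as hits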
Target sequence (P30559 whole entry, looked up): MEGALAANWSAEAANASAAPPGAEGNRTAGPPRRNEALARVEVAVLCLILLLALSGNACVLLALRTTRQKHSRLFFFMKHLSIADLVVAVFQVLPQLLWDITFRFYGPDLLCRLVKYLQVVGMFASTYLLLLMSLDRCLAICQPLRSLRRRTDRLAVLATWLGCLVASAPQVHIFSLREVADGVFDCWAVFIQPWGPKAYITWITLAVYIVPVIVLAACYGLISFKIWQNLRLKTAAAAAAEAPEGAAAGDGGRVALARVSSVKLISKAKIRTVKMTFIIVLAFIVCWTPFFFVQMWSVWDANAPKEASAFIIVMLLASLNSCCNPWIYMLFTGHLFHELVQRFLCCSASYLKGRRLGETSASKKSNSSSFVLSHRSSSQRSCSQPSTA
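Assay system: CHO cell line stably expressing human OTR | Also added: Oxytocin at about EC15, sub-maximal agonist stimulus | Times: Compound 6 min at room temperature before oxytocin, 100 s read | Measured by: Fluo-8 intracellular calcium fluorescence, ex 470-495, em 515-575 nm | Controls: EC15 oxytocin alone as 0%, 75 nM oxytocin as 100%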
CHO-K1 Ca PAM: M1 PAM counterscreen hit in parental CHO-K1 cells; ATP EC20, Fluo-8 calcium fluorescence; 0% at ATP EC20, 100% at ATP max; activation, % at 3 µM; 360,000 compounds, 0.02% hits; AID 602247;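 active = activation above the run cutoff, the mean activation of all test compounds plus 3 SD, cut at about 40% in these data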;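 note: peak over basal fluorescence ratio in a 140 s read after ATP addition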
TAAR1 antag: human TAAR1 antagonism; 360,000 compounds, 1.5% hits; AID 624466; inhibition, % at 3 µM; CHO RD-HGA16 TAAR1, Fluo-8 calcium fluorescence, antagonist; Q96RJ0;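 active = inhibition above a per-plate cutoff, the mean inhibition of test compounds on that plate plus 3 SD, cut at about 49% in these data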;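 note: 0% = DMSO plus EC80 beta-PEA response and 100% = DMSO alone without agonist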
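Test system: CHO RD-HGA16 cells bearing hTAAR1 | Reagent: β-PEA, EC80 | Compound dosing: 3 µM, single point | Schedule: Dye loading 75 min at 37 °C, then 30 min room temperature | Signal: Calcium fluorescence with Fluo-8 | Evaluation: Percent inhibition of PEA-evoked calcium signal, max/basal emission ratio | Control set: DMSO-only wells and EC80 β-PEA-stimulated wells | Repeats: Singlicate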
Active calls of the source: *; · = no result given.

SMILES	CHO-K1 Ca antag	TAAR1 ag	M1 antag	CHO parental Ca	M1 ag	M1 ag parental	OXTR potentiate	CHO-K1 Ca PAM	TAAR1 antag
CC(=O)NCCn1c(SCc2ccccc2F)nc2ccccc2c1=O	-6	7	-2	-19	-3	0.6	-6	11	7
FC(F)(F)Oc1ccccc1C(c1nnnn1C1CCCC1)N1CCN(C/C=C/c2ccccc2)CC1 (stereo not given)	-9	1	56*	·	-4	0.5	·	17	-3
Cc1cc(C)c2cc(C#N)c(SCC(=O)Nc3cc(C)on3)nc2c1	-13	-2	-16	-12	-3	0.7	-6	17	-4
COC(=O)c1ccc(C(=O)Nc2ccc(C(C)C)cc2N)cc1	1	11	-5	-3	-8	0.9	-22	14	-9
CCCN(CC(=O)Nc1ccc(F)c(F)c1F)C(=O)CCc1nc2ccccc2c(=O)[nH]1	-2	4	-2	-24	-4	0.5	3	-11	-13
O=C1CC(=O)NC(SCC(=O)Nc2ccccc2[N+](=O)[O-])=N1	-7	0	-7	-6	-3	0.9	0	17	14
CN(C)CCNC(=O)c1cccc2ccc(-c3ccc(-c4ccccc4)cc3)nc12	-13	3	-20	·	-2	0.9	·	15	16
CCOc1ccc(NC(=O)C2CSC(c3ccncc3)=N2)cc1 (stereo not given)	1	2	-7	2	-6	-0.1	-8	-6	-15
CC(C)N(CCCNC(=O)C1CCN(S(=O)(=O)N2CCOCC2)CC1)Cc1ccccc1	-12	4	-3	4	-4	0.6	-7	21	2
CN(c1cccc(NC(=O)CN(c2ccc(Cl)c(Cl)c2)S(=O)(=O)c2ccccc2)c1)S(C)(=O)=O	12	9	16	-2	-1	5.6	-17	5	57*
CCN(CC)CCCNC(=O)c1ccc(S(=O)(=O)Nc2ccc(C)c(C)c2)cc1	-10	-1	8	-12	-9	1.6	-6	0	7
CCC1S/C(=C(\C#N)C(=O)NCc2ccco2)N(c2ccc(F)cc2)C1=O (stereo not given)	-16	0	-9	-19	-3	0.8	-4	18	18
CC(=O)OC(C(=O)n1nc(C)cc1C)c1ccccc1 (stereo not given)	8	9	-7	-8	-6	-0.1	7	5	-13
CC(=O)NCCc1ccc(S(=O)(=O)NC2OC(=O)c3ccccc32)cc1 (stereo not given)	14	4	24	1	-1	0.0	2	-5	-7
O=C(O)CNC(=S)N(Cc1ccccc1)Cc1cccs1	-18	1	-7	-20	-2	0.4	-30	20	9
c1ccc(CSc2n[nH]c(-c3ccco3)n2)cc1	-1	6	-16	-17	-1	0.0	-19	2	-5
CCc1nc2c(OCc3ccccc3C)cccn2c1N(C)C(=O)c1ccco1	2	1	-22	·	-9	-0.2	·	7	-3
CCOc1ccc(NC(=O)N2CCC(n3c(=O)[nH]c4ccccc43)CC2)cc1	-8	3	-14	-18	-1	2.8	-2	20	-2
CCCS(=O)(=O)N1CCN(CC2CC3C=CC2C3)CC1 (stereo not given)	-17	15	0	-14	22*	0.8	0	23	11
COc1ccc(-c2sccc2C(C)C(=O)O)cc1 (stereo not given)	5	8	-15	-14	-1	-0.2	-7	0	6

3 structures already listed, ordered by heavy-atom count, highest first.
SMILES	CHO-K1 Ca antag	TAAR1 ag	M1 antag	CHO parental Ca	M1 ag	M1 ag parental	OXTR potentiate	CHO-K1 Ca PAM	TAAR1 antag
CCc1nc2c(OCc3ccccc3C)cccn2c1N(C)C(=O)c1ccco1	2	1	-22	·	-9	-0.2	·	7	-3
CCOc1ccc(NC(=O)N2CCC(n3c(=O)[nH]c4ccccc43)CC2)cc1	-8	3	-14	-18	-1	2.8	-2	20	-2
CCCS(=O)(=O)N1CCN(CC2CC3C=CC2C3)CC1 (stereo not given)	-17	15	0	-14	22*	0.8	0	23	11

Carrying on:
SMILES	CHO-K1 Ca antag	TAAR1 ag	M1 antag	CHO parental Ca	M1 ag	M1 ag parental	OXTR potentiate	CHO-K1 Ca PAM	TAAR1 antag
N#Cc1ccc(C23CC4(C2)[C@H](CN(Cc2ccc(-c5ccccc5)cc2)[C@@H]4c2ccccc2)C3c2ccc(C(F)(F)F)cc2)cc1 (stereo not given in full)	·	3	·	-21	·	·	3	·	-8
Cc1ccc(C(=O)OCC(=O)NCc2ccc3c(c2)OCO3)s1	-4	11	-15	-10	-2	0.6	-15	9	2
O=C(O)c1cccc(N2C(=O)c3ccc(Oc4ccc(Cl)cc4)cc3C2=O)c1	-15	10	-3	-4	-1	2.2	-7	21	2
Cc1ccc(C(=O)Nc2nnc(SCC(=O)N3CCCc4ccccc43)s2)cc1	1	2	-8	-26	-4	1.6	7	8	-1
O=C(OCC(=O)N1CCCc2ccccc21)c1cncc(Br)c1	-2	5	-8	-27	-9	1.3	-11	15	-2
CC1(C(=O)NS(=O)(=O)c2ccc(Cl)cc2)CCN1C(=O)Cc1ccc(-c2ccccc2)cc1 (stereo not given)	8	4	1	·	-5	0.4	·	-14	-14
COc1ccc(NC(=O)N2CCCCCC2)c(OC)c1	-8	6	-2	-3	-4	0.5	-8	12	7
C[C@H]1CN([C@@H](C)CO)C(=O)c2cc(-c3ccccc3F)cnc2O[C@H]1CN(C)C(=O)C1CCOCC1	-15	3	-7	·	-2	1.0	·	21	-14
CCC(=O)c1cn(CC(=O)Nc2ccccc2)c2ccccc12	25*	3	7	-16	-1	0.3	-9	-5	-5
Cc1nonc1NC(=O)CSc1nnnn1-c1ccccc1	8	0	-4	-7	0	0.6	-2	-20	-6
O=c1[nH]c2ccc(NC(=S)Nc3ccc(Cl)cc3Cl)cc2[nH]1	-6	3	2	-3	-4	1.3	-2	10	9
CCCCSC(=S)NC1CCS(=O)(=O)C1 (stereo not given)	1	0	7	-5	-5	0.2	11	-7	5
Cc1cccc(-n2ncc3c2CCCC3NC(=O)CCc2ccncc2)c1C (stereo not given)	-5	2	8	10	0	10	-10	14	8
O=c1cc(O)nc(-c2ccc(Cl)cc2)s1	5	9	-12	0	-8	-0.3	-1	13	-16
CCCCN1C=C(C(C)=O)C(=O)CC1	-20	6	-14	·	-3	0.5	·	23	-17
Cc1ccc(-n2ncc3c(NNC(=O)c4ccco4)ncnc32)cc1Cl	8	5	-8	14	4	2.4	-14	18	15
O=C(Cn1c2ccccc2c(=O)c2ccccc21)Nc1ccccc1F	0	1	-5	-15	-7	-0.4	-3	6	-33
CC1CN(C(=O)COc2ncnc3ccccc23)CC(C)O1 (stereo not given)	-7	6	-29	7	0	0.1	-13	8	1
c1ccc(Cc2c(C3CCCCC3)nc3c4ccccc4ccn23)cc1	-10	-1	·	·	·	0.8	·	4	-18
O=c1cc(-c2ccccc2)nc(SCc2ccc(F)cc2)[nH]1	-9	-1	-5	-9	-6	0.7	0	20	-5
O=C1[C@@H]2Cc3c([nH]c4ccccc34)C(c3ccc([N+](=O)[O-])cc3)N2C(=O)CN1C1CC1 (stereo not given in full)	11	17	7	-17	-2	3.9	-13	-3	37
Cc1cc(C)n2c(SCCC(C)C)nnc2n1	8	-1	-7	1	-2	-0.2	2	-1	-10
Cc1noc(C)c1COC(=O)CCc1nc2ccccc2c(=O)[nH]1	1	5	2	-1	-3	3.5	-9	15	-2
CSc1ncccc1C(=O)OCC(=O)NCc1ccccc1	-14	5	-6	7	-5	0.4	-7	2	7
CCOc1ccc(NC(=O)c2sccc2-n2cccc2)cc1	-2	1	-9	-10	-11	-0.1	1	2	-6
CCOC(=O)C1=C(COC(=O)COc2ccccc2C(C)C)NC(=O)NC1C (stereo not given)	13	6	18	·	0	0.2	·	-36	26
CCN(CCO)Cc1csc2cccc(Br)c12	-8	7	-11	-13	-5	6.5	-8	13	12
Cc1ccc(CC(=O)N/N=C/c2ccc3c(c2)OCO3)cc1	-3	-2	-6	-4	-5	1.6	-12	23	0
Cc1oc(-c2ccc(Cl)cc2)nc1CN1CCCC(C(=O)N2CCOCC2)C1 (stereo not given)	-2	0	-1	-17	-5	-0.3	-4	-4	-35
Oc1ccc(-c2nc(-c3ccc(O)c(O)c3)cs2)cc1	10	7	2	17	2	1.9	-4	1	9
CCOc1ccc(/C=C/C(=O)Nc2ccccc2C(F)(F)F)cc1	-7	-1	-16	2	-7	1.7	-4	16	-20
COc1ccc(C2(c3ccc(OC)cc3)NC(=O)N(CC(=O)Nc3cc(C)ccc3OC)C2=O)cc1	-14	4	-7	-1	0	4.0	-10	20	22
O=C(Nc1ccncc1)OCc1ccccc1	-5	4	-11	6	3	3.9	-13	-6	2
O=C(/C=C/c1ccccc1)NNc1ccc(Cl)cc1	5	2	4	-6	-4	-0.4	-8	-17	-10
COc1ccc(C)cc1NC(=O)CSc1nnc(-c2ccc(OC)c(OC)c2)n1N	-2	13	-3	-4	-4	0.3	-2	9	-12
CC(C)Sc1nc(N)nc(-c2cccs2)c1C#N	-21	6	-2	-16	-5	0.6	-9	22	-1
CC(C)CN(C(=O)C1CC1)c1c(N)n(Cc2ccccc2)c(=O)[nH]c1=O	2	0	0	-4	-2	0.5	-16	18	-3
NS(=O)(=O)c1ccc(NS(=O)(=O)c2ccc3c(c2)OCCO3)cc1	-19	1	-22	-3	-1	0.7	-4	20	-5
Cc1ccc(S(=O)(=O)N2CCN(C(=O)CN3C(=O)NC4(CCOc5ccccc54)C3=O)CC2)cc1 (stereo not given)	-9	2	-27	-12	-6	0.2	-13	19	-8
Cn1c(=O)c2[nH]c(=O)cnc2n(C)c1=S	9	3	-1	1	0	0.1	0	10	-13
COc1cc2c(cc1OC)C(C)N(C(=O)c1ccc(Br)o1)CC2 (stereo not given)	-8	0	-9	-11	-3	3.4	-5	20	2
O=C(NC1CCN(C(=S)NCc2ccco2)CC1)NC12CC3CC(CC(C3)C1)C2	-5	12	-2	-13	-1	0.9	-9	-1	15
COc1ccccc1NC(=O)NC1CCCc2ccccc21 (stereo not given)	1	-3	-2	-12	-1	-0.4	-1	-6	-18
COc1cccc(N/C(N)=N/c2nc(C(F)(F)F)cc(C(F)(F)F)n2)c1	3	10	7	-12	-7	0.6	-8	-2	9
Cc1ccc(C(=O)COc2ccc3ccc(=O)oc3c2)cc1	3	2	-5	-6	-1	0.2	-9	-17	-4
CC1(C)Cc2c(C#N)c(N)sc(=S)c2CO1	-8	3	-12	-6	-4	0.7	-1	3	-11
Cc1cccc(C)c1NC(=O)C(NC=O)c1ccc(Cl)cc1 (stereo not given)	-1	12	1	-1	-2	0.4	-12	12	8
